KB-3-1 cytotox: kills parental KB-3-1 adenocarcinoma cells; AID 1347075; KB-3-1 viability, CellTiter-Glo ATP luminescence, 72 h; 400,000 compounds, 1.4% hits; Potency, µM (doses to about 46.1 µM), for inactives: top-dose activity change, negative = cytotoxic, most hits filed as cytotoxic; further: potency means the concentration at half of the fitted maximal effect; on the % scale 0 is the no-effect control and ±100 the full control effect; nearly all actives have a fitted effect of over 60% in size
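Parental KB-3-1 adenocarcinoma cells in phenol-red-free DMEM with 10% FBS were pin-treated with compounds at several concentrations, incubated 72 h at 37 °C, and viability read by CellTiter-Glo luminescence; concentration-effect curves were fitted after normalization.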
HT1080 IDH1KD tx: toxicity to HT-1080 IDH1 knockdown cells (counter line); HT-1080 IDH1 knockdown viability, ATP luminescence, 48 h; Potency, µM (titrated, usually from 46.1 µM), for the others: at the top dose activity, negative = toxicity, hits mostly cytotoxic; 360,000 compounds, 2% hits;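 further: potency means the concentration at half of the fitted maximal effect; 0% = DMSO wells and -100% = cell-free medium wells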
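Using the IDH1-knockdown HT-1080 line run in the same batch and compound series as the NT line, viability after 48 h at 37 °C was determined by CellTiter-Glo luminescence and expressed as % activity.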
KB-V1 MDR tox: KB-V1 MDR subline cytotoxicity. KB-V1 MDR cells viability, CellTiter-Glo, 72 h. Potency, µM (titrated, usually from 46.1 µM), inactives show at the top dose activity change, negative = cytotoxicity, usual class: cytotoxic. 400,000 compounds, 3.4% hits; further: potency means the concentration at half of the fitted maximal effect; on the % scale 0 is the no-effect control and ±100 the full control effect; nearly all actives have a fitted effect of over 60% in size
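In this primary screen, KB-V1 cells overexpressing P-gp are incubated with library compounds (lowest to highest concentration) for 72 h at 37 degrees C before a luminescent ATP viability read.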
SW480 rerep: induces DNA re-replication in SW480 colon adenocarcinoma cells | SW480 DNA re-replication, Hoechst DNA content imaging, 48 h | Potency, µM (titrated, usually from 46.1 µM), without a hit: top-dose re-replication activation, most hits filed as activators | 340,000 compounds, 1.8% hits | AID 624297; further: potency means the concentration at half of the fitted maximal effect; % of control where 0% means no effect; nearly all actives have a fitted effect of over 55% in size
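DNA re-replication was detected as more nuclei of elevated Hoechst intensity after 48 hr exposure to compound (23 nL pinned per well of 250 cells).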
HEK293 tox: cytotoxicity counter-screen for GLP-1 receptor inverse agonists; AID 624418; HEK293 cAMP-luciferase reporter cells, luminescence, 24 h; 410,000 compounds, 0.13% hits; Potency, µM (top dose mostly 38.3 µM), for inactives: top-dose activity change, negative = inhibition, hits mostly inhibitors;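 further: loss of luciferase light is scored as toxicity; potency means the concentration at half of the fitted maximal effect; on the % scale 0 is the no-effect control and ±100 the full control effect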
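1536-well qHTS counterscreen of the MLSMR; 200 cells/uL, 12 h pre-incubation, 23 nL cpd, 24 h at 37 deg C 5% CO2, luciferase detection reagent, 12 min RT, luminescence. Inhibition = undesired.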
HT1080NT lethal: kills 2HG-producing HT-1080-NT fibrosarcoma cells. HT-1080-NT fibrosarcoma viability, CellTiter-Glo ATP luminescence, 48 h. Potency, µM (highest dose often 46.1 µM), for the others: at the top dose activity, negative = less viability, most hits filed as cytotoxic. AID 686970. 360,000 compounds, 1.6% hits;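 further: NT is the 2HG producing partner of a matched IDH1 knockdown line; potency means the concentration at half of the fitted maximal effect; 0% = DMSO-treated cells and -100% = media-only wells without cells; nearly all actives have a fitted effect of over 55% in size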
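Read-out is CellTiter-Glo luminescence after 10 minutes at room temperature, following 48 hours' compound treatment of HT-1080-NT cells (750 cells/well, RPMI, 5% FBS, 37 degrees C).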
IL1B secr inh: inhibitors of inflammasome signaling (IL-1 beta secretion); THP-1 LPS/ATP IL-1B secretion, AlphaLISA, 16 h; hits give low values; activity change, % at 57.5 µM; 360,000 compounds, 4.7% hits; AID 743279; in the data active means activity change below about -50%; inconclusive means mostly about -30% to -49%; further: on the % scale 0 is the no-effect control and ±100 the full control effect
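Secreted IL-1B measured by AlphaLISA bead assay after 16 h compound exposure of THP-1 cells; compounds (final up to 57.5 uM) added 1 h before LPS (250 ng/mL) and ATP (1.25 mM) stimulation; lower signal means less secretion.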
MCF10A rereplic: induces DNA re-replication in MCF 10a normal breast cells; Potency, µM (series often up to 46.1 µM), for inactives: at the top dose activity, positive = re-replication, most hits filed as activators; MCF 10A DNA re-replication, Hoechst nuclear intensity, 48 h; 350,000 compounds, 2.9% hits; AID 624296; further: potency means the concentration at half of the fitted maximal effect; % of control where 0% means no effect; nearly all actives have a fitted effect of over 50% in size
D3 ag: agonists of human D3 dopamine receptor; P35462; D3R DiscoveRx beta-arrestin cells, luminescence, 90 min; max activation, %; 410,000 compounds, 0.58% hits; AID 652048; in the data active means max activation above about 30%; further: 0% is about no effect; mostly tested at two doses, the higher about 12 µM
Target sequence (P35462 whole entry, looked up): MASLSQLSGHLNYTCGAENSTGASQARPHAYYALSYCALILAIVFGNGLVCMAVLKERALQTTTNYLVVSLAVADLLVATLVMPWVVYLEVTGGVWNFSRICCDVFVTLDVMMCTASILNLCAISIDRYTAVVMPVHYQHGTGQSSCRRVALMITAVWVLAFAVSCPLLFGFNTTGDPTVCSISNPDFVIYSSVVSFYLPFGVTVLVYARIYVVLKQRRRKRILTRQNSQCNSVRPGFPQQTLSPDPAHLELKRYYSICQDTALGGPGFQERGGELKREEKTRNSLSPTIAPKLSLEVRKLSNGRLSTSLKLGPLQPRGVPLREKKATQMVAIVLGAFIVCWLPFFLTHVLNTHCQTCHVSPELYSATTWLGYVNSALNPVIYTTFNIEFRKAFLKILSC
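Agonist mode: compounds and dopamine controls were applied to plated cells for 90 min at 37 degrees C after an overnight attachment at 1500 cells/well. Luminescent read-out followed 30 - 60 minutes at room temperature with DiscoveRx detection reagent.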
Starred values were filed as active, the others as inactive; u = inconclusive; x = not tested or not shown; & = joins results of further samples; [ ] = another dose, or the depositor's remark. Unless noted, the call rests on the fitted dose curve; in most records, active means well fitted curve in the direction sought with a large enough effect; inconclusive means small, poorly fitted or top-dose-only effect, or another doubt; inactive means no such curve, though single readings can be large; an effect the other way counts as inactive or inconclusive.

SMILES	KB-3-1 cytotox	HT1080 IDH1KD tx	KB-V1 MDR tox	SW480 rerep	HEK293 tox	HT1080NT lethal	IL1B secr inh	MCF10A rereplic	D3 ag
S=c1[nH]cc(-c2ccccc2)n1-c1ccccc1	7%	2%	-1%	-1%	u	6%	0	12%	-2
COc1ccc(N2CCN(S(C)(=O)=O)CC2)cc1	-5%	3%	1%	2%	-12%	-5%	12	1%	0
COC(=O)c1ccc(NC(=O)CN2CCN(c3ccccc3)CC2)cc1	2%	8%	u	-7%	7%	0%	-1	21%	33*
Cn1cccc1/C=C1\SC(=O)N(CC(=O)Nc2ccc(F)cc2)C1=O	u	u	0%	14%	1%	-11%	-13	-2%	-5
O=C(NC1CCCc2c1cnn2-c1cc(F)cc(F)c1)c1ccncc1 (stereo unspecified)	-18%	-4%	-3%	3%	-1%	9%	25	1%	-9
O=C(NCCCn1ccnc1)/C(=C\c1cccs1)NC(=O)c1ccccc1	3%	-2%	0%	-5%	-4%	-18%	4	-2%	8
CC1(C)C(c2cccs2)=[N+]([O-])C2(CCCCC/C2=N\NC(N)=O)N1O (stereo unspecified)	-11%	1%	13%	-4%[9.22 µM]	49%[activator]	0%	11	1%	-5
CN(C)S(=O)(=O)c1ccc(C(=O)NC2CCCc3ccccc32)cc1 (stereo unspecified)	1%	-2%	-18%	-2%	10%	-5%	13	0%	3
Cc1nn(C)cc1-c1n[nH]c(=S)n1-c1ccc(F)cc1	19%	11%	u	1%	20%	27%	11	8%	12
CCCCCCSc1ccc([C@@H]2[C@@H]3C(=O)N(CC)C(=O)[C@@H]3[C@]3(C(=O)OC)CCCCN23)cc1	u	5%	u	-3%	u	0%	-17	13%	27
COc1ccc(-c2sc3cc(OC)c(OC)cc3c2C#CC(C)(C)O)cc1	-1%	-13%	0%	-1%	-2%	u	-4	u	-2
CCN(CC)c1ccc(/C=N/O)cc1	14%	-1%	15%	2%	u	12%	8	u	4
CCCNC(=O)c1ccc(N2CCC3(CC2)CC(c2ccccc2)=NO3)c(N)c1	-11%	-1%	6%	2%	10%	-11%	0	67%	-22
CCN(CC)S(=O)(=O)c1ccc(Cl)c(NC(=O)c2cc(Cl)ccc2Cl)c1	19%	8%	-3%	0%	-7%	5%	-11	-3%	1
Cc1cc(=O)[nH]c(SCCCOc2ccc3c(c2)CCC3)n1	0%	-29%	u	-6%	0%	6%	16	u	3
CCN1C(=O)C(CC(=O)Nc2ccc(OC)cc2)N(CCCN2CCN(c3ccc(OC)cc3)CC2)C1=S (stereo unspecified)	-23%	-28%	26%	u	2%	u	-30	u	-14
CC(=O)Cc1nsc(NC(=O)c2ccc(-c3cccc(Cl)c3)o2)n1	u	u	-1%	u	-3%	-23%	-29	10µM*	1
C/C(=N\NC(=O)c1ccco1)c1ccc(-c2ccccc2)cc1	-1%	3%	-5%	-8%	3%	u	-19	-10%	-3
COCCCNC(=O)C1CCN(S(=O)(=O)N(CC(C)C)CC(C)C)CC1	2%	1%	-8%	-7%	5%	13%	-18	-11%	-4
Cc1cc2nnc(SCc3ccc4c(c3)OCO4)n2c2ccccc12	-23%	11%	1%	3%	2%	5%	12	1%	-1
CCc1ccc(C2=C(C)C(N3CCC(C(=O)NCc4ccc(C)o4)CC3)=NS2(=O)=O)cc1	5%	x	18%	x	-10%	x	x	x	7
CCNC(=S)NCCN1CCOCC1	2%	4%	-3%	-91%[inhibitor]	3%	4%	0	0%	-3
COC(=O)CC[C@@H](C(=O)O)N1C(=O)c2ccccc2C1=O	23%	7%	21%	-3%	2%	13%	8	1%	0
O=C(CC(=O)c1ccccc1)CS(=O)(=O)c1ccccc1	0%	-18%	12µM*	5%	1%	4%	-4	u	1
CC(=O)c1ccc(NC(=O)Cn2cnc(S(=O)(=O)N3CCCCC3)c2)cc1	3%	-3%	7%	-43%[inhibitor]	-4%	2%	24	-1%	3

Part of the list above, reduced to D3 ag.
molecule,D3 ag
Cn1cccc1/C=C1\SC(=O)N(CC(=O)Nc2ccc(F)cc2)C1=O,-5
O=C(NC1CCCc2c1cnn2-c1cc(F)cc(F)c1)c1ccncc1 (stereo unspecified),-9

Carrying on:
SMILES	KB-3-1 cytotox	HT1080 IDH1KD tx	KB-V1 MDR tox	SW480 rerep	HEK293 tox	HT1080NT lethal	IL1B secr inh	MCF10A rereplic	D3 ag
CC(C)NC(=O)C1(C)Cc2c(-c3ccc(C(N)=O)cc3)ccnc2O1 (stereo unspecified)	0%	10%	4%	x	3%	15%	5	x	4
O=S(=O)(c1ccc(F)cc1)N(CCO)CC(O)Cn1c2ccccc2c2ccccc21 (stereo unspecified)	5%	18µM*	23µM*	0%	-1%	u	-4	12%	-9
COc1ccc(NC(=O)CCS(=O)(=O)c2ccc3c(c2)oc(=O)n3C)cc1OC	20%&0%	3%	17%&12%	-6%	6%&-7%	14%	13	-10%	4&-11
COc1ccc(C(=O)CCN2CCN(c3ccccc3OC)CC2)cc1	-4%	0%	4%	u	4%	u	u	2.6µM*	-21
COc1ccc(C2=NS(=O)(=O)N(C)C(C(=O)NC(C)c3ccccc3)=C2)cc1OC (stereo unspecified)	5%&-5%	5%	23%&7%	-2%	-2%&1%	12%	12	-1%	3&1
CC1CCN(CCC(=O)Nc2nccs2)CC1	-1%	-9%	-6%	-8%	-6%	-6%	9	1%	-11
CCCN(CCC)CCNC(=O)c1nn(C)c2c1CS(=O)(=O)c1ccccc1-2	2%	x	-8%	x	-5%	x	x	x	-14
CCc1sc(NS(C)(=O)=O)nc1-c1ccccc1	-1%	7%	-11%	-3%	0%	4%	9	2%	2
COCc1nc2sc3c(c2c(=O)[nH]1)CCCC3	-1%	8%	0%	-9%	-4%	12%	16	2%	-9
CCOc1ccc2c(c1)c(=O)c(C(=O)c1ccc(C)cc1)cn2Cc1ccccc1OC	-8%	x	u	x	3%	x	x	x	3
CCOc1ccc(CCNC(=O)CCCc2nnc3n(C)c(=O)c4sccc4n23)cc1OCC	-6%	x	0%	x	4%	x	x	x	4
Cc1nnsc1C(=O)NCc1c(F)cccc1Cl	-9%	3%	-37%	4%	2%	-8%	-5	3%	-10
Cc1cc(C)cc(NS(=O)(=O)c2cc(Br)cnc2N)c1	-8%	u	-13%	7%	1%	-24%	-1	u	8
CC(C)C(=O)Nc1nc(-c2ccc(S(=O)(=O)N3CCOCC3)cc2)cs1	x	-7%	x	9%	0%	0%	-5	u	7
O=C(COC(=O)/C=C/c1ccc(OC(F)F)cc1)NC(=O)NC1CCCCC1	2%	16%	-19%	-2%	-9%	-8%	3	-4%	3
CCN(Cc1cnn(C)c1)Cc1nc(C(c2ccccc2)c2ccccc2)no1	-4%	-14%	15%	3%	-3%	-2%	17	-2%	-1
Cc1ccc2c(c1)C(=O)CC1(CCCCCC1)O2	-1%	10%	-15%	-2%	15%	8%	17	-8%	-73
COc1ccc(CC(=O)OCC(=O)Nc2cc(Cl)ccc2C)cc1	-14%	-1%	24%	-12%	-3%	6%	8	-3%	-6
Cc1cc(C)cc(NC(=O)c2ccccc2NC(=O)CCC(=O)O)c1	0%	17%	-3%	-2%	-7%	18%	-14	5%	4
O=C(NCc1ccccc1)C(c1ccccn1)N(C(=O)c1csnn1)c1ccccc1F (stereo unspecified)	15%	0%	-12%	3%	5%	8%	0	-19%	7
CCOC(=O)c1c(C)[nH]c(C)c1S(=O)(=O)N1CCC(C(=O)Nc2ccc(OCC)cc2)CC1	3%	x	11%	x	3%	x	x	x	16
CCOCC(=O)Nc1ccc(C)c(Cl)c1	11%	15%	14%	-2%	-15%	28%	-5	1%	0
CCOC(=O)Cc1csc(NC(=O)CSc2nc(-c3ccccc3)c(C#N)c(=O)[nH]2)n1	19%	19%	u	1%	-9%	2%	14	0%	1
COc1ccc(S(=O)(=O)N2CCC(n3cnc4cc(C(F)(F)F)ccc43)CC2)cc1	3%	0%	-19%	-1%	15%	-1%	-5	22%	-4
CC(=O)Nc1ccc(NC(=O)Cn2nc(C(=O)Nc3ccc(C)cc3)ccc2=O)cc1	9%	8%	17%	u	-6%&6%	-1%	-18	1%	5&6
(further entries)
SMILES	KB-3-1 cytotox	HT1080 IDH1KD tx	KB-V1 MDR tox	SW480 rerep	HEK293 tox	HT1080NT lethal	IL1B secr inh	MCF10A rereplic	D3 ag
O=C(COc1ccccc1)Nc1ccccc1NS(=O)(=O)c1cccs1	1%	1%	4%	-6%	-14%	0%	48	8%	-1
CS(=O)(=O)NC1c2cccc3cccc(c23)C1Sc1nncn1/N=C/c1ccco1 (stereo unspecified)	6%	0%	3%	-6%	-15%	-4%	-60*	-6%	-3
CCOC(=O)c1c(CSCc2ccccc2)oc2ccc(O)c(CN(C)C)c12	u	18µM*	u	u	u	21µM*	-82*	20%	1
COCCN1C(=O)C(CC(=O)Nc2ccc(C(C)=O)cc2)SC1=Nc1ccccc1 (stereo unspecified)	1%&-1%	-10%&2%	0%&-32%	5%&-3%	-12%&6%	-17%&-3%	15&-10	-40%&-8%[inhibitor]	-4&1
CS(=O)(=O)N1CCC(C(=O)Nc2ccc3c(c2)OCO3)CC1	11%	5%	-3%	1%	5%	4%	-14	9%	9
Cc1noc(C)c1S(=O)(=O)Nc1ccc2c(c1)C(=O)N([C@H](C)CO)C[C@H](C)[C@@H](CN(C)C(=O)NC1CCCCC1)O2	4%	12%	26%	-3%	12%	8%	-1	-24%	10
CC(=O)Nc1cccc(NC(=O)CSc2ccc(-c3ccccn3)nn2)c1	0%	u	u	u	14%[7.66 µM]	-20%	115	u	-6
C=CCOC(=O)C1=C[C@H](c2cn(C(C)=O)c3ccccc23)C[C@H](OCc2ccc(CO)cc2)O1	18%	-10%	12%	-3%	u	-12%	18	-1%	20
O=C(NCCN1CCOCC1)C1CCC(=O)N1Cc1ccc(F)cc1 (stereo unspecified)	u	5%	8%	-4%	3%	-2%	-10	14%	15

Screens from PubChem BioAssay.
